Screens from PubChem.
VIM-2 inh: inhibitors of Pseudomonas aeruginosa VIM-2 metallo-beta-lactamase | purified VIM-2, nitrocefin hydrolysis, epi-absorbance fluorescence | inhibition, % at 5.6 µM | hit rate 0.89% among 290,000;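 active means inhibition above the mean of all tested compounds plus 3 SD, cutoff set per screening run, cut at about 7.5% in these data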;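 further: red hydrolysis product quenches plate fluorescence so inhibitors raise well fluorescence; 0% = enzyme with DMSO and 100% = DMSO without enzyme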
p-CIP stab down: p/CIP protein destabilization. F442A p/CIP-EGFP cells, EGFP fluorescence, 16 h. decrease of EGFP signal, % at 10 µM. hit rate 0.01% among 290,000. AID 1984;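 active means EGFP signal decrease of at least 30% at 10 µM or well 3 SD below plate mean, unless failing retest; inactive means the rest, including hits failing retest or dose response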; further: some compounds called inactive have numbers as strong as hits; many of its hits are not listed in these tables
IMP-1 inhibitor: inhibitors of Pseudomonas aeruginosa IMP-1 metallo-beta-lactamase. purified IMP-1, nitrocefin hydrolysis, epi-absorbance fluorescence. inhibition, % at 5.6 µM. hit rate 0.45% among 290,000;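 active means inhibition above the mean plus 3 SD of all compounds in the same screening run, cut at about 4.5% in these data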;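 further: 0% = IMP-1 with DMSO and 100% = DMSO wells lacking enzyme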
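system = purified recombinant IMP-1 beta-lactamase | amount = 0.2 nM IMP-1, as dispensed | medium = HEPES buffer pH 7.1 with ZnSO4 and Brij 35 | times = 25 °C, 15 min preincubation, 25 min reaction | detection = plate fluorescence quenching by hydrolysis product, ex 480/em 530 nm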
HCV NS3 hel inh: inhibitors of Hepatitis C virus NS3 helicase. hit rate 0.56% among 290,000. AID 1800. inhibition, % at 10.9 µM. NS3 helicase DNA unwinding, Cy5 molecular beacon fluorescence;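 active means inhibition above the mean of all tested compounds plus 3 SD, set per campaign, cut at about 35% in these data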;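 further: 0% = DMSO wells and 100% = thioflavine S control wells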
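System: NS3 helicase fragment of HCV / Schedule: 1 h at 25 °C / Control set: DMSO alone as 0% and 110 µM thioflavine S as 100% / Reagent: Cy5/quencher beacon DNA duplex and ATP to start / Technique: Cy5 fluorescence / Replication: singlicate / Evaluation: % inhibition of end-to-start signal ratio versus controls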
UBC9 SUMO inh: inhibitors of human SUMOylation (UBC9); P63279; HTRF SUMOylation assay, SAE1/SAE2 + UBC9, in vitro; inhibition, % at 35 µM; hit rate 0.36% among 290,000; AID 2006; in the data active means inhibition above about 50%, passing the limit was not always enough; further: strong numbers were not always called active
PfM18AAP inh: PfM18AAP enzyme inhibition | recombinant PfM18AAP, H-Glu-NHMec fluorogenic cleavage | inhibition, % at 7.35 µM | hit rate 1.2% among 290,000 | AID 1822;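 active means inhibition above the campaign mean inhibition over all tested compounds plus 3 SD, cut at about 28% in these data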;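 further: 0% = plate median of test compound wells and 100% = 2 mM ZnCl2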
FID counter: displaces DNA intercalator in HCV helicase counter-screen; DNA fluorescent intercalator displacement, fluorescence; hit rate 0.17% among 290,000; inhibition, % at 7.9 µM; AID 1845; in the data active means inhibition above about 37%;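 further: 0% = vehicle and 100% = reference compound; higher means more ethidium bromide displaced from hairpin DNA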
IDE cell inh: cellular human IDE inhibition; hit rate 0.41% among 320,000; P14735; inhibition, % at 5.59 µM; AID 434962; HEK cells, FAbetaB cleavage, fluorescence polarization;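 active means percent inhibition above the average of all tested compounds plus 3 SD, set per screening campaign, cut at about 16% in these data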;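 further: IDE supplied by intact live HEK cells; FP after avidin binding of uncleaved biotin substrate so inhibition keeps polarization high; 0% = DMSO wells and 100% = 60 µM reference IDE inhibitor Ii1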
Target sequence (P14735 whole entry, looked up): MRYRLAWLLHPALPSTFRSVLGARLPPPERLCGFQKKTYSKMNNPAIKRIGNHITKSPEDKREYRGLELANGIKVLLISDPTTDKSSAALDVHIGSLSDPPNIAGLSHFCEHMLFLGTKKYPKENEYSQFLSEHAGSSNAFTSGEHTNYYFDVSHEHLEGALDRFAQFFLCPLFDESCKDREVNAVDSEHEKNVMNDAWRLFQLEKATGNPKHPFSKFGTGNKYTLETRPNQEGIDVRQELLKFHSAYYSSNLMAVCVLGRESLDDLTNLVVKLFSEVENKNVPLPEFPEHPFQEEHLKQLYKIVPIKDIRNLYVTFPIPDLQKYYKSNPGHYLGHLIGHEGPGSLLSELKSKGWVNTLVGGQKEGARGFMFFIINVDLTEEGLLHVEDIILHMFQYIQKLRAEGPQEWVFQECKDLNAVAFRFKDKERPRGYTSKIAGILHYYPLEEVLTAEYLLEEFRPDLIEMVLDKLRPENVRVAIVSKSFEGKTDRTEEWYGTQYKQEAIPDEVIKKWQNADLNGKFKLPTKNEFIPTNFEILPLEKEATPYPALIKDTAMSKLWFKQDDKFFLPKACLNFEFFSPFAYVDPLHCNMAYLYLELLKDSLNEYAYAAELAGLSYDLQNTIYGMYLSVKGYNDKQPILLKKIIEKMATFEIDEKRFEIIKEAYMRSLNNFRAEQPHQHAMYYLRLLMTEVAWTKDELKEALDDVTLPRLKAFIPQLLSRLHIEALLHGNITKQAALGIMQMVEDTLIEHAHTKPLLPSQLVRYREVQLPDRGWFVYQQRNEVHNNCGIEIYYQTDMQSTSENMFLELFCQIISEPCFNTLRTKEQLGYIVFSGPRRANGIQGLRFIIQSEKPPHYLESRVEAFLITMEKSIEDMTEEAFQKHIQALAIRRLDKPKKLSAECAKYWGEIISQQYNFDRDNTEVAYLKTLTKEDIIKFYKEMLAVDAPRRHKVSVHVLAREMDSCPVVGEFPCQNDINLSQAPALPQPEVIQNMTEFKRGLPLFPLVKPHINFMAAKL
IDE cell activ: IDE (human) activation, cell-based | HEK cells, FAbeta-B cleavage, fluorescence polarization; 0% vehicle, 100% cell-free pure enzyme wells | hit rate 0.073% among 340,000 | P14735 | activation, % at 5.96 µM | AID 493087;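 active means activation above the mean of all tested compounds plus 3 SD, set per screening campaign, cut at about 17% in these data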
* hit, by the source's call; nt = not tested or not shown.

SMILES	VIM-2 inh	p-CIP stab down	IMP-1 inhibitor	HCV NS3 hel inh	UBC9 SUMO inh	PfM18AAP inh	FID counter	IDE cell inh	IDE cell activ
CC(NC(=O)c1cc2c(s1)CS(=O)(=O)C2)c1ccccc1 (stereo not given)	-4.1	-4	-1.6	5	5	-2	-1	-1	-3
N#Cc1cc2c(nc1SCC(=O)Nc1sc3c(c1C#N)CCC3)CCCCC2	-1.0	3	-2.0	2	-4	3	0	-10	4
CC(=O)N/C(=C\c1ccc(Cl)cc1)C(=O)O	-1.5	-3	-1.4	5	18	-3	0	-2	nt
CC(C)CCC(=O)N1CCC(N2CCC(C(=O)NCc3ccccn3)CC2)CC1	-6.9	-8	-1.0	6	7	5	-5	2	5
COc1cc2[nH]c(=S)nc(NCc3cccnc3)c2cc1OC	-4.1	-10	-4.3	-8	18	30*	1	0	3
CCN1C(=O)C(CC(=O)Nc2ccc(OC)cc2)N(CCN2CCOCC2)C1=S (stereo not given)	-3.5	-1	-2.0	-4	-2	2	-7	3	-3
CCOc1cc(C(=O)CCC(=O)OCC(=O)Nc2ccc(C)c(S(=O)(=O)N(C)C)c2)ccc1O	-2.6	-14	-2.9	-1	20	1	-19	-4	4
Cc1occc1C(=O)Nc1cc(=O)n(C)c(=O)n1C	-2.4	-3	-2.9	-7	6	6	-3	3	3
CCOC(=O)CCSc1nnc(-c2cccnc2)n1-c1ccccc1OC	-4.6	-3	-3.6	-6	-1	0	-16	14	-43
COc1ccc(N(C)C(=O)CC2(CC(=O)O)CCCCC2)cc1	-5.6	1	-2.5	-1	-8	3	5	1	6
COc1ccc(N2C(=O)NC(NS(=O)(=O)c3ccc(NC(C)=O)cc3)(C(F)(F)F)C2=O)cc1 (stereo not given)	-3.0	-4	-3.2	4	7	-5	-2	8	-1
COC(=O)c1ccc(Sc2ccccc2NS(=O)(=O)c2ccc(OC)cc2)nc1	0.2	-3	-2.4	-3	17	-1	-3	3	3
CN(C)c1nc(N)nc(CSc2nnnn2-c2ccc(F)cc2)n1	-2.7	0	-1.7	4	6	-12	-21	-4	-6
COc1ccc(OCC(O)CNC(=O)c2ccccc2C(=O)O)cc1 (stereo not given)	-1.5	1	-2.5	-5	11	-4	1	2	-4
CC(C)(C)P(=O)(CO)c1ccccc1 (stereo not given)	-0.9	-12	-1.5	3	-1	8	2	-2	1
O=C(CNC(=O)COc1ccccc1)NCc1ccccc1F	-1.7	-11	-2.9	-3	4	3	3	5	6
COc1ccc(S(=O)(=O)N(C)CC(=O)N2CCN(C)CC2)cc1C	-3.9	0	-3.1	1	-5	5	1	4	11
Cn1c(CNC(=O)c2ccco2)nnc1SCC(=O)N1c2ccccc2Sc2ccccc21	-1.3	-14	-2.3	-12	13	-1	-22	2	0
Cc1ccc(N/C(CSC(N)=O)=N\S(=O)(=O)c2ccc(C)cc2)cc1	-1.3	-4	5.0*	10	11	-1	-8	-2	3
Cc1ccc(N(CC(=O)NCc2ccccc2)C(=O)CCC(=O)Nc2ccccn2)cc1	-2.5	1	-1.0	-10	-1	-4	-39	-1	4
Cc1ccccc1-c1ccc(C(=O)Nc2cccc(F)c2)o1	-2.4	-6	-0.7	-2	3	-1	-7	0	3
CC(C)c1nc(SCC(=O)Nc2ccc(C(=O)O)cc2)c2c3c(sc2n1)CCCC3	-2.7	4	-3.9	-18	-3	1	-28	-1	5
Cc1cc(OCCN2CC(C)OC(C)C2)ccc1[N+](=O)[O-] (stereo not given)	-0.5	5	-6.1	0	-12	14	3	0	-1
CC(=O)N1CCc2cc(S(=O)(=O)NCCN3CCC(C)CC3)ccc21	-4.2	-15	0.7	10	16	7	-7	1	-2
CC(=O)c1cccc(N(CC(=O)N2CCCC2)S(C)(=O)=O)c1	-1.5	3	-4.3	-9	4	0	-3	-1	3
CC(C(=O)NC1CCCc2ccccc21)N1CCN(c2ccc(F)cc2)CC1 (stereo not given)	-2.9	-3	-2.9	0	-8	1	-22	3	4
Cc1cccc(NC(=O)CSc2nnc(CNC(=O)c3ccco3)o2)c1C	-2.4	3	-2.0	4	1	5	-6	-3	0
CCS(=O)(=O)N1CCN(C(=O)c2cccc(OC)c2)CC1	-3.2	-10	-2.2	13	6	9	-1	-1	8
COc1ccc(NC(=O)CS(=O)c2ccccc2Cl)cc1 (stereo not given)	-2.1	-13	-0.5	7	6	4	-4	3	1
COc1ccc(Cc2nnc(NS(=O)(=O)c3ccc([N+](=O)[O-])cc3)s2)cc1	0.5	2	0.1	-12	4	3	-14	0	1
COc1cccc(NC(=S)Nc2cccc3ccccc23)c1	-2.5	-19	-0.7	49*	56	-5	2	2	-5
COC(=O)CN1C(=S)N(C)C(=O)C1CC(=O)Nc1ccccc1 (stereo not given)	-0.1	10	-0.8	8	-16	-3	3	-1	9
O=C(O)CN1CCN(Cc2ccccc2Cl)C1=O	2.0	nt	-1.8	0	nt	-15	0	2	3
CCOC(=O)N1CCN(C(=O)CN(C2CCCCC2)S(=O)(=O)c2ccc(F)cc2)CC1	-2.8	4	-1.8	0	-8	-2	-28	7	2
Cc1ccc(-c2nn(-c3ccccc3)cc2CSC(=N)N)cc1	-0.6	-10	-0.3	-36	20	7	24	-3	1
c1ccn(-c2ccc(N3CCOCC3)cc2)c1	-0.8	-9	-2.2	1	33	10	-1	2	3
O=[N+]([O-])c1cccc(/C=C/c2nc3ccc([N+](=O)[O-])cc3[nH]2)c1	-4.0	1	-0.6	-5	16	-1	16	3	3
CCN1CCC(=NNC(=O)c2ccco2)CC1	0.1	1	-2.5	-4	0	-2	-3	0	1
CN1C(C(=O)NCc2cccc(C(F)(F)F)c2)CC2Cn3c(nc4cc5ccccc5cc43)C21 (stereo not given)	nt	17	nt	nt	2	nt	nt	3	-3
COC(=O)CSc1ncnc2c1cnn2Cc1ccccc1	-4.5	-7	-5.5	-2	6	1	-10	-3	4
N#Cc1c(-c2ccccc2)nc(-c2cccnc2)[nH]c1=O	-1.6	2	-1.4	12	-10	-2	-8	5	3
CCc1ccccc1NC(=O)N1C2CCCC1CC(NC(C)=O)C2 (stereo not given)	0.7	-3	-2.4	5	-15	-5	-1	-4	-2
O=C(Nc1ccc2oc(-c3ccncc3)nc2c1)c1ccc([N+](=O)[O-])o1	-0.1	-21	0.6	-1	29	-6	-13	-3	3
Cc1occc1C(=O)Nc1sc2c(c1C(N)=O)CCC(C(C)(C)C)C2 (stereo not given)	-0.6	-4	-1.9	6	4	3	-1	7	0
O=S1(=O)c2ccccc2N=NN1Cc1ccc(Cl)c(Cl)c1	0.1	-8	-4.4	11	10	27	-9	0	nt
O=C(CNC(=O)N1CC(=O)Nc2ccccc21)NCCc1c[nH]c2ccccc12	-1.8	8	-2.0	8	5	2	-10	3	1
N#CC1=C2SCN(Cc3ccco3)CN2C(=O)CC1c1ccccc1F (stereo not given)	-4.7	-4	1.8	10	24	17	-16	9	-8
COc1cccc(-c2csc(N3CCN(C(=S)Nc4ccccc4C)CC3)n2)c1	-2.5	-9	-4.6	-11	-22	-2	6	0	-8
Cc1ccc(OCC(=O)NNC(=O)C(C)Sc2ncnc3sc(C)c(C)c23)cc1 (stereo not given)	-3.9	-7	-3.6	2	12	-3	-11	3	1
O=C(Nc1ccc2[nH]ccc2c1)c1ccc(F)cc1	-3.5	-4	-3.0	3	0	4	9	7	2
CC(C)(C)NCc1cc(Br)ccc1OC1CCCC1	-2.5	1	-2.5	-1	-6	3	12	4	2
CC(C)(O)C#Cc1ccc(CN2CCC(n3nccc3NC(=O)C3CC3)CC2)cc1	-1.5	11	-4.8	-1	4	2	-6	1	7
Cc1[nH]n(-c2cccc(Cl)c2)c(=O)c1/C=N/n1c(C)nc2ccccc2c1=O	-3.4	-14	-1.6	0	13	4	-5	-3	-3
COCCn1c(=O)[nH]c2cc(C(=O)NCCN3CCN(c4ccccc4F)CC3)ccc2c1=O	-1.4	-6	-2.5	-14	12	-1	-7	-2	5
Cc1onc(-c2c(F)cccc2Cl)c1C(=O)Nc1nc2ccccc2[nH]1	-5.3	-5	-3.8	-2	-7	6	-13	8	2
CCOC(=O)N1CCN(C(=O)CSc2ccc(-c3cccc(OC)c3)nn2)CC1	-2.9	8	-0.7	8	16	0	-34	5	3

Looked up above:
`Cc1onc(-c2c(F)cccc2Cl)c1C(=O)Nc1nc2ccccc2[nH]1` in HCV NS3 hel inh is entered as -2
`Cc1[nH]n(-c2cccc(Cl)c2)c(=O)c1/C=N/n1c(C)nc2ccccc2c1=O` in p-CIP stab down is entered as -14

Going on with the list:
SMILES	VIM-2 inh	p-CIP stab down	IMP-1 inhibitor	HCV NS3 hel inh	UBC9 SUMO inh	PfM18AAP inh	FID counter	IDE cell inh	IDE cell activ
CCn1c(=O)n(CC)c2cc(N3CCCC3)c(NC(=O)c3ccccc3F)cc21	-1.9	1	-1.2	1	8	23	-26	4	1
O=C(CN1C(=O)CSC1=O)Nc1ccc(C(=O)O)cc1	-4.0	-13	-4.8	6	54	-1	-3	3	2
Cc1nc(-c2ccccn2)sc1C(=O)O	-0.3	8	-3.2	-2	1	-10	-8	1	8
Cc1cc(C(=O)NCc2ccc(S(N)(=O)=O)cc2)ccc1[N+](=O)[O-]	-3.5	-17	-2.3	10	21	0	-2	2	3
CC(C)Oc1ccc(S(=O)(=O)N2CCOCC2)cc1NC(=O)CN1C(=O)NC2(CCCC2)C1=O	-0.5	-16	-2.1	-4	10	3	-30	0	9
COc1cccc(C(=O)N(Cc2ccc(N(C)C)cc2)C2CCS(=O)(=O)C2)c1 (stereo not given)	0.2	10	-1.2	-9	-18	-5	-15	2	7
Cc1ccc(NC(=O)O/N=C/c2cccc([N+](=O)[O-])c2)cc1	-2.9	1	-2.4	5	2	3	2	1	2
CCCCCCCOc1ccc(OC(=O)c2cccnc2)cc1	-2.6	-2	-2.6	4	28	4	-9	2	2
O=C(NN1CCOCC1)c1cccc(COc2cccc(Br)c2)c1	-0.2	4	-2.4	2	5	-2	-19	0	-1
C/C=C(/C)C(=O)O[C@@H]1c2c(ccc3ccc(=O)oc23)O[C@@H]1C(C)(C)OC(C)=O	-4.1	-7	-3.5	-1	-2	4	-25	-8	1
Cc1ccc(C)c(OCCCC(=O)Nc2ccccc2C(N)=O)c1	-2.4	-7	-1.6	-4	-3	2	-21	4	2
CC1CCN(CCC(=O)Nc2nccs2)CC1	-2.5	-8	-2.2	22	-4	0	-1	-6	-3
CC1(C)CC2(CCO1)OC(=O)CC2C(=O)Nc1cccc2ccccc12 (stereo not given)	-0.3	-2	-4.4	-3	6	0	-2	-4	6
O=C(Nc1ccccc1)c1ccc(S(=O)(=O)NCc2cccnc2)cc1	-2.0	-26	-0.8	-2	13	-1	-10	1	-1
